# Assay outcomes: PubChem BioAssay, National Center for Advancing Translational Sciences (NCATS)
# ELG1 genotoxic = inducers of genotoxicity in HEK293T ELG1-luciferase cells | HEK293T ELG1-luciferase reporter, luminescence, 16 h | Potency, µM (highest dose often 46 µM), without a hit: top-dose activity change, positive = activation, hits mostly activators | 1.3% of 330,000 active | AID 504466; note: potency is the fitted concentration of half-maximal effect; % of control where 0% means no effect; nearly all actives have a fitted effect of over 60% in size
#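 Screening used a luciferase reporter fused to human ELG1 in HEK293T cells. Luminescence was read on a CCD plate imager after 16 hr exposure and 30 min ONE-Glo incubation.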
# Tb PFK inh = blocks T. brucei phosphofructokinase; O15648; T. brucei PFK, ADP-Glo luminescence; Potency, µM (highest dose often 57.5 µM), without a hit: at the highest dose activity, negative = inhibition, usual class: inhibitors; 0.17% of 330,000 active; AID 485367;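 note: potency is the fitted concentration of half-maximal effect; 0% = uninhibited 1x PFK enzyme wells and -100% = no-enzyme wells; nearly all actives have a fitted effect of over 60% in size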
# Target sequence (O15648 whole entry, looked up): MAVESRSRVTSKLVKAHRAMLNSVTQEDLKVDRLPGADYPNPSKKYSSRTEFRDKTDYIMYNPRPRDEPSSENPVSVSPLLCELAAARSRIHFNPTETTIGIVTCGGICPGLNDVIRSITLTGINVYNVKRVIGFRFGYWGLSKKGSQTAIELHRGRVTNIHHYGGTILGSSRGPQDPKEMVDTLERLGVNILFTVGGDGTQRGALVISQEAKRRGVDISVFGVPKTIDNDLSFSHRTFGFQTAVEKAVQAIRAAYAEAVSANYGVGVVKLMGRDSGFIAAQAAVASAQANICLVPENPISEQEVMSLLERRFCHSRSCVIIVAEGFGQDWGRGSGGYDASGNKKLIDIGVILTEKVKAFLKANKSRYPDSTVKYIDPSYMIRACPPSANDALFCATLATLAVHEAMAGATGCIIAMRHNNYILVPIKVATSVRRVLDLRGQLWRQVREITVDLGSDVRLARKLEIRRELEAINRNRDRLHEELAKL
#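 Luminescent ADP detection (ADP-Glo, two-step: ATP depletion then ADP-to-ATP conversion for luciferase) reported PFK activity after 45 min room-temperature reaction of 1.25 nM enzyme with 0.5 mM F6P and 0.1 mM ATP at pH 8.0.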
# Coupling enz = coupling enzyme interference in Giardia aldolase counter-screen; activity change, negative = inhibition, % at 58.2 µM, hits read low; 0.67% of 290,000 active; coupling enzyme system counterscreen, AmpLite Red fluorescence; in the data active = activity change below about -30%; note: % is set by controls: 0 for no effect and ±100 for the full control effect
#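 Compounds tested against the coupling enzymes alone at 57.5 uM final; readout was AmpLite Red fluorescence (525/598 nm) after 20 min at RT.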
# KCNH2 3.1 block = KCNH2 3.1 (human) potassium channel inhibition | 0.95% of 340,000 active | activity change, % (tested at about 1.8 µM) | U2OS KCNH2 3.1, thallium flux FluxOr; hits give low values;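 active = maximum activity change below -70%; inconclusive = maximum activity change from -70% to -50%; inactive = maximum activity change above -50%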;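 note: thallium influx rate constant from kinetic fluorescence after stimulation buffer; % is set by controls: 0 for no effect and ±100 for the full control effect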
#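 Thallium flux via FluxOr fluorescence (Red40 quencher, 45 min loading) in U2OS cells virally expressing the KCNH2 3.1 isoform (1.77 x 10^8 /mL virus, overnight at 37 C). Rate constants from 2-min kinetic reads post-stimulation, normalised to positive and negative controls.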
# Gal4-VP16 FLuc = Gal4-VP16 reporter inhibition counter-screen. Drosophila S2 Gal4-VP16 UAS-luciferase, luminescence, 20 h. AID 2546. Potency, µM (titrated, usually from 53.6 µM), without a hit: at the highest dose activity, negative = inhibition, most hits filed as inhibitors. 3.5% of 310,000 active;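 note: Gal4-VP16 expression switched on by copper sulfate through the metallothionein promoter; potency is the fitted concentration of half-maximal effect; % is set by controls: 0 for no effect and ±100 for the full control effect; nearly all actives have a fitted effect of over 50% in size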
# Rab9 promoter act = activators of Rab9 promoter | Huh7 Rab9 promoter-luciferase reporter, luminescence, 24 h | Potency, µM (top dose mostly 9.22 µM), without a hit: at the top dose activation, negative = inhibition, most hits filed as activators | 2.8% of 320,000 active; note: potency is the fitted concentration of half-maximal effect; % of control where 0% means no effect; nearly all actives have a fitted effect of over 60% in size
#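 Cells were plated at 1500 per well in reduced-serum medium with 10% FBS and left 2 h. Compound in DMSO was then added for 24 h at 37 °C. Reporter signal was read by luminescence after 10 min with luciferase detection reagent.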
# Giardia killer = kills Giardia lamblia; Giardia lamblia trophozoite viability; activity change, % at 7.66 µM, hits read low; 0.15% of 340,000 active; in the data active = activity change below about -80%; inconclusive = between about -30% and that limit;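 note: parasites exposed to compound for two days anaerobically before the ATP read; % is set by controls: 0 for no effect and ±100 for the full control effect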
#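 Giardia lamblia trophozoites (100 cells/well) were incubated with compounds for 48 h at 37 deg C under anaerobic conditions. Viability was read as ATP content by one-step luminescence after 15-30 min at room temperature.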
# uPA generation = cell surface uPA generation inhibition; cell surface uPA generation assay, qHTS; Potency, µM (titrated, usually from 38.3 µM), for inactives: at the top dose activity change, negative = inhibition, hits mostly inhibitors; 0.31% of 330,000 active; AID 540303; active = well fitted inhibition curve with a large enough effect; inconclusive = small, poorly fitted or top-dose-only effect; inactive = no such curve, though single readings can be large or run the other way; tested in mouse RAW 264.7 cells; note: potency is the fitted concentration of half-maximal effect; % is set by controls: 0 for no effect and ±100 for the full control effect; nearly all actives have a fitted effect of over 55% in size
# NPC1 prom act = activates the NPC1 promoter | AID 485313 | Huh7 NPC1 promoter luciferase reporter, 24 h | 2.4% of 320,000 active | Potency, µM (series often up to 9.22 µM), inactives show at the highest dose activation, most hits filed as activators;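 note: potency is the fitted concentration of half-maximal effect; % of control where 0% means no effect; nearly all actives have a fitted effect of over 60% in size; reporter is driven by a mutant NPC1 promoter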
#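 NPC1 promoter–luciferase Huh7 cells; 24 h compound; luminescence.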
# RORgamma inh = blocks mouse ROR gamma transcriptional activity | P51450 | Drosophila S2 Gal4-RORgamma UAS-luciferase reporter, 20 h | Potency, µM (highest dose often 53.6 µM), inactives show top-dose activity change, negative = inhibition, hits mostly inhibitors | 5.4% of 310,000 active | AID 2551; note: potency is the fitted concentration of half-maximal effect; % is set by controls: 0 for no effect and ±100 for the full control effect; nearly all actives have a fitted effect of over 60% in size
#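 Read-out: Photinus luciferase luminescence; inhibitors lower reporter signal. Insect Schneider cells with Gal4-ROR gamma fusion under metallothionein promoter, UAS reporter; 700 uM final copper sulfate induction, 20 hr, ambient temperature.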
# FLuc modulator = counter-screen for miR-21 project: firefly luciferase inhibitors or activators. P08659. purified FLuc, Km substrates, luminescence inhibition. Potency, µM (highest dose often 57.5 µM), for inactives: top-dose activity change, negative = inhibition, actives largely listed as inhibitors. 6.9% of 360,000 active;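 note: potency is the fitted concentration of half-maximal effect; plate controls were vehicle for no effect and reference inhibitor for full effect; nearly all actives have a fitted effect of over 55% in size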
# Target sequence (P08659 whole entry, looked up): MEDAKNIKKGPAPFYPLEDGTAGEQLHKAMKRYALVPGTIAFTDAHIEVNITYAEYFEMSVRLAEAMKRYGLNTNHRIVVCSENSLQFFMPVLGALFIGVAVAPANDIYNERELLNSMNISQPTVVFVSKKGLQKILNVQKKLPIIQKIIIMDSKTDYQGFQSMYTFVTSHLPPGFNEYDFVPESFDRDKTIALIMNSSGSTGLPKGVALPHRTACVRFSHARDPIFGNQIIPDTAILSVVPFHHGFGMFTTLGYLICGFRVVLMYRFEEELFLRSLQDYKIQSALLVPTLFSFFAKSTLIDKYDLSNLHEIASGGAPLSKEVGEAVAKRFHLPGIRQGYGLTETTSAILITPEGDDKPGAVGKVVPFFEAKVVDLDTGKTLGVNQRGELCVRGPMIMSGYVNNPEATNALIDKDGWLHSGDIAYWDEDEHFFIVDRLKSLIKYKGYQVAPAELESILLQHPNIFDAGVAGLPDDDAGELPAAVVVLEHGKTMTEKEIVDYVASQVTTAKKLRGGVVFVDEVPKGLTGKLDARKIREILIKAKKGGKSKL
#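 Purified P. pyralis luciferase (10nM final) with 10uM D-luciferin and 10uM ATP (Km levels) in 50mM Tris acetate pH 7.5, 10mM Mg acetate, 0.01% Tween-20, 0.05% BSA; qHTS 6-point titration, ~60 µM downward; luminescence read.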
# * marks the source's active call; other numbers are inactive results; u = inconclusive; x = no result given; & = joins results of further samples; [ ] = dose if it differs, or a comment. Unless noted, calls come from the whole dose curve; as a rule, active = well fitted curve in the direction sought with a large enough effect; inconclusive = small, poorly fitted or top-dose-only effect, or another doubt; inactive = no such curve, though single readings can be large; an effect the other way counts as inactive or inconclusive.
SMILES,ELG1 genotoxic,Tb PFK inh,Coupling enz,KCNH2 3.1 block,Gal4-VP16 FLuc,Rab9 promoter act,Giardia killer,uPA generation,NPC1 prom act,RORgamma inh,FLuc modulator
O=C(Nc1nnc(SCc2ccc(F)cc2)s1)C1Cc2ccccc2CN1C(=O)c1ccco1 (stereo not given),1%,0%,7,-5,u,-3%,24,-3%,-2%,u,1%
CCNC(=O)CCSc1nc(C)cc(C)n1,5%,-13%,1,19,7%,2%,-4,-2%,2%,-43%,-8%
COc1ccc(NC(=O)CN2C(=O)C(c3ccccc3)=NC23CCCCCC3)cc1OC,-4%,0%,-3,-1,2%,-2%,-13,-3%,-1%,54%,-1%
O=C(O)c1ccc(OCCn2ccnc2)cc1,-1%,-5%,9,15,5%&1%,-1%,5,2%,-4%,u,-2%
CCN(CC)CCN1C(=O)C(=O)/C(=C(/O)c2ccc(S(=O)(=O)N3CCOCC3)cc2)C1c1ccc(C)cc1 (stereo not given),0%,-4%,x,-6,-8%,-1%,-23,-1%,13%,-19%,0%
O=C(CSc1n[nH]c(=O)n1Cc1ccco1)c1ccc2c(c1)OCCO2,u,3%,1,34,29%,u,-2,14%,29%,45%,15µM*
Cc1ccn2cc(-c3ccc(Br)cc3)nc2c1,u,-7%,-12,-4,u,0.56µM*,u,2.8µM*,2.8µM*,8.9µM*,0.15µM*
COc1ccc([C@H]2CC(=O)C=C(c3ccccc3OC)C2)cc1OC,-2%,0%,x,-10,x,-8%,-8,-1%,-2%,x,-3%
O=c1c(Cl)c(O)c2cccc3c4ccccc4n1c23,4%,0%,5,0,-26%,-7%,3,-2%,-5%,7%,u
CC(C)c1onc(C(=O)Nc2cccc(Cl)c2)c1[N+](=O)[O-],3%,2%,-3,-5,1%,u,-17,-24%,-2%,1%,u
COC(=O)Cc1c(C)nc2nc(-c3cccnc3)[nH]n2c1=O,1%,22%,-7,8,-13%,0%,-6,8%,1%,4%,u
Cc1ccc(-c2cc(C(=O)NCCCN3CCOCC3)c3ccccc3n2)cc1,15%,3%,x,-13,x,-2%,11,-1%,2%,x,u
CCCCNc1c(N)n(CCCC)c(=O)[nH]c1=O,2%,2%,-2,x,-9%,9%,x,x,-10%,0%,0%
CCn1c(SCc2ccc(Cl)cc2Cl)nc2nc3c(cc2c1=O)CCCC3,-2%,0%,2,-6,6%,1%,-1,x,-3%,7.1µM*,-1%
O=C(CSc1nc2ccccc2[nH]1)NCc1ccc2c(c1)OCO2,-1%,-6%,-1,-11,0%,10%,-4,-1%,0%,22%,2%
CCn1c(SCC(=O)N(C)C2CCCCC2)nc2cc(S(N)(=O)=O)ccc21,-3%,-4%,x,-1,x,-2%,8,-8%,-2%,x,-4%
CC(C(=O)O)n1cc(Cl)cn1 (stereo not given),29%,-1%,3,-12,3%,1%,-4,-8%,0%,-24%,6%
CCOc1ccccc1/C=C/C(=O)N1CCN(C(=O)c2ccco2)CC1,1%,8%,x,-1,x,x,-20,0%,x,x,x
COc1ccc(CCN2C(=O)C3C4C=CC(C3C2=O)C2C(=O)N(CCc3ccc(OC)c(OC)c3)C(=O)C42)cc1OC (stereo not given),-12%,-5%,-1,18,8.9µM*,-21%,-11,x,-20%,0%,1%
CCCCOc1ccc(C(=O)NCC2(c3ccc(OC)cc3)CCOCC2)cc1,-1%,-1%,2,-5,u,-6%,1,5%,0%,5%,-2%
CCN(CC(=O)Nc1ccc(C(=O)OC)cc1)Cc1ccccc1,-6%,0%,3,21,10%,-4%,-6,1%,-4%,-2%,1%
Cc1ccc(C(=O)N/N=C\C=C\c2ccccc2[N+](=O)[O-])cn1,0%,6%,2,-3,u,7%,-1,-27%,3%,21%,-6%
O=C(O)CCCCCNc1nc(=S)[nH]c2ccccc12,-6%,3%,0,-12,u,-2%,-11,2%,-3%,-40%,2%
COc1cccc(NC(=O)C2CSC3(C)CCC(=O)N23)c1 (stereo not given),-2%,-2%,x,10,x,0%,-6,-1%,-3%,x,4%
CN(C(=O)c1ccncc1)c1ccccc1,0%,-5%,0,-2,7%,-4%,-9,0%,-3%,-3%,0%
CCC(C)NC(=O)c1ccc(N2CCC3(CC2)OCCO3)c([N+](=O)[O-])c1 (stereo not given),3%,7%,-7,15,-2%,4%,-3,1%,11%,u,-11%
CCn1ncc(C(=O)Nc2ccc(S(=O)(=O)N3CCCC3)cc2)c1C,-5%,1%,-3,-13,-4%,-1%,-14,-1%,0%,-3%,-3%
Cc1ccc(NS(=O)(=O)c2cc(C(=O)N3CCN(C)CC3)ccc2C)cc1C,-2%,3%,6,-2,0%,-12%,-12,0%,-1%,24%,-1%
CC(C)CN(C(=O)CSc1nc2ccccc2c(=O)n1C)C1CCS(=O)(=O)C1 (stereo not given),-2%,-19%,x,-44,x,-15%,-24,0%,2%,x,x
CSCC[C@H](NC(=O)Nc1ccc(S(N)(=O)=O)cc1)C(=O)O,-2%,1%,4,-4,-1%,-4%,-9,3%,-5%,6%,-1%
CCCN1CCN(C(=O)CCCNC(=O)Cn2cnc3sc(C)c(C)c3c2=O)CC1,1%,-3%,2,5,-1%,-5%,4,0%,0%,-15%,2%
O=C(CCNS(=O)(=O)c1ccc(Cl)cc1)NCc1ccccn1,-9%,12%,3,-4,x,0%,8,x,3%,-4%[0.365 µM],-12%
Cc1cnc(C)c(N2CCN(Cc3nc(-c4ccc(C)o4)oc3C)CC2)n1,0%,0%,-1,-40,6%,-5%,-15,x,-6%,-13%,1%
CCOC(=O)c1c(C)[nH]c(C(=O)COC(=O)c2cn(CC)c3nc(C)ccc3c2=O)c1C,4%,0%,1,x,-3%,-6%,x,x,2%,-11%,4%
COc1ccc2c(c1)c(C)cc[n+]2Cc1ccccc1,-7%,1%,0,-11,-24%,-34%[inhibitor],-14,-21%,-37%[inhibitor],26%,3%
O=C(CN(c1ccccn1)S(=O)(=O)c1ccccc1)N/N=C/c1cccc([N+](=O)[O-])c1,-1%,2%,-24,-3,0%,7%,-4,1%,1%,19%,3%
O=C1c2ccccc2C(Nc2ccc3c(c2)OCCO3)N1Cc1ccco1 (stereo not given),-4%,-10%,-17,4,u,-1%,2,-19%,0%,-35%,u
CC(C)C(=O)NC(=S)Nc1ccc(S(=O)(=O)NC(C)(C)C)cc1,0%,4%,-1,-1,-7%,0%,-12,-7%,11%,0%,-1%
C=C(C)CNC(=S)N/N=C(\C)c1ccc(Cl)s1,-3%,-1%,-3,10,2.8µM*,21%,-17,-2%,20%,0.89µM*,-5%
CCC1(c2ccccc2)NC(=O)N(CC(=O)Nc2ccc(N3CCOCC3)cc2)C1=O (stereo not given),4%,-2%,x,10,x,x,-5,-4%,x,x,x
COc1ccc(N2CCN(C(=O)CN(C)S(=O)(=O)c3cccs3)CC2)cc1,-1%,0%,2,-6,6%,11%,3,-1%,-2%,6%,-1%&2%
CN(C)/C=C1\C(=O)N(c2ccc([N+](=O)[O-])cc2)N=C1c1ccccc1,9.2µM*,-4%,0,0,u,5.6µM*,2,1%,u,u,u
COc1ccccc1/C=C1\SC(=O)N(CCC(=O)N(C)C2CCS(=O)(=O)C2)C1=O (stereo not given),0%,0%,x,1,-6%,8%,-8,u,8%,-41%,17µM*
CC(=O)Nc1cccc(/C(C)=N/NC(=S)NC(C)C)c1,4%,0%,0,1,u,29%,7,-2%,16%,7.9µM*,24µM*
COc1ccccc1C(=O)NC(=S)Nc1ccccc1N1CCCC1,10%,3%,x,x,u,22%,x,x,18%,10µM*,0%
Cc1ccccc1C(=O)NCC(c1ccco1)N1CCc2ccccc2C1 (stereo not given),2%,-6%,x,1,x,-3%,11,-8%,0%,x,1%
O=C(NCc1ccco1)c1cc([N+](=O)[O-])ccc1Cl,-6%,-1%,0,13,2%,-3%,7,5%,-5%,-4%,2%
COc1ccc(NC(=O)CCOc2ccccc2F)cc1S(=O)(=O)N1CCCCC1,-6%,-2%,x,-21,x,x,-9,0%,x,x,x
CCCN(CC(=O)Nc1ccccc1OC)C(=O)c1cnc(Cl)c(Cl)c1,-6%,-3%,1,-7,-6%,-5%,5,1%,-2%,20%,0%
CC1=CN2C(=NC(=O)CC2(C)C(=O)N(CC(=O)NC2CCCC2)c2cc(C)cc(C)c2)C=C1 (stereo not given),1%,-1%,-3,-1,3%,1%,2,6%,-5%,1%,1%
Cc1cc(C)n(-c2ccc(C(=O)OCC(=O)NC(c3ccccc3)c3ccccc3)cc2)n1,3%,0%,-1,-15,-27%,-2%,11,-5%,-2%,-34%,8%
